ZTA counter – ZTA (EBV) inhibition in EBNA-1 counter-screen; ZTA-DNA binding, fluorescence polarization; inhibition, % at 11 µM; 320,000 compounds, 0.15% hits; in the data active means inhibition above about 33%
EBNA-1 inhibitor – blocks EBNA-1 binding to DNA. AID 1950. 300,000 compounds, 0.34% hits. inhibition, % at 14.8 µM. EBNA-1 DNA binding, fluorescence polarization; in the data active means inhibition above about 28%
PAFAH2 FP inh – inhibitors of human PAFAH2 | Q99487 | recombinant PAFAH2, FP-rhodamine activity probe, fluorescence polarization | inhibition, % at 3.39 µM | 340,000 compounds, 0.99% hits | AID 492956;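 active means inhibition above the mean over all tested compounds plus 3 SD, cut at about 30% in these data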;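 further: inhibitors block probe labeling of enzyme so polarization drops; 0% = enzyme with DMSO and 100% = wells lacking PAFAH2 protein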
LYPLA1 counter – blocks human lysophospholipase 1, a PME1 counter-screen. 320,000 compounds, 0.16% hits. recombinant LYPLA1, FP-Rh probe fluorescence polarization. inhibition, % at 5.9 µM. O75608. AID 2174;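 active means inhibition above the mean of all tested compounds plus 3 SD, set per campaign, cut at about 14% in these data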;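 further: inhibitors block serine hydrolase probe labeling of LYPLA1 so polarization falls; 0% = enzyme with DMSO and 100% = wells lacking LYPLA1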
Target sequence (O75608 whole entry, looked up): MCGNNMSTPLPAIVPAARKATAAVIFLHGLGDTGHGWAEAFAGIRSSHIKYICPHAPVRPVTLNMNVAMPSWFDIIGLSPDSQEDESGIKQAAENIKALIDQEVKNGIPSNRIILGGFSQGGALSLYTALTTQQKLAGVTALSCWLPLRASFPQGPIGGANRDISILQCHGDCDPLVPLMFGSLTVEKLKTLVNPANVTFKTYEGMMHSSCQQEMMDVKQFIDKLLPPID
PAFAH1B3 FP inh – PAFAH1B3 (human) inhibition; Q15102; recombinant PAFAH1B3, FP-rhodamine probe, fluorescence polarization; inhibition, % at 3.39 µM; 340,000 compounds, 0.28% hits;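 active means inhibition above the screen-wide average of all tested compounds plus 3 SD, cut at about 25% in these data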;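 further: 0% = enzyme with DMSO only and 100% = wells lacking PAFAH1B3 protein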
Target sequence (Q15102 whole entry, looked up): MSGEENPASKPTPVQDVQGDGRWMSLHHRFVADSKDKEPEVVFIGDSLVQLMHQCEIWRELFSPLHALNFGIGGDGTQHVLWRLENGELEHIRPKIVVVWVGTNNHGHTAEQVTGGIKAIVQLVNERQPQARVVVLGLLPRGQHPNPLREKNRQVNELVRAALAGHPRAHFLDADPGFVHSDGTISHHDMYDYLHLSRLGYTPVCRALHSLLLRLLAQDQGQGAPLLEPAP
LYPLA2 inh – counter-screen for PME1 inhibitors: inhibitors of human LYPLA2; O95372; recombinant LYPLA2, FP-Rh probe fluorescence polarization; inhibition, % at 5.9 µM; 320,000 compounds, 0.38% hits; AID 2177;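 active means inhibition above the screen-wide mean plus 3 SD, limit set per campaign, cut at about 26% in these data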;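 further: 0% = LYPLA2 with DMSO and 100% = wells lacking LYPLA2 enzyme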
Target sequence (O95372 whole entry, looked up): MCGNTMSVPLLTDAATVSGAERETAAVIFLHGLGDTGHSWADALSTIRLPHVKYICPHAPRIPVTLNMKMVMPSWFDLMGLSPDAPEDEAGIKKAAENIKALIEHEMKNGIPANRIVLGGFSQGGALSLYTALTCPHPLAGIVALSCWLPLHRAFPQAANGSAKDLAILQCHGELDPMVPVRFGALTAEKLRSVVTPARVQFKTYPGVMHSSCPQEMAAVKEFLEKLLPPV
PAD4 FP inh – inhibitors of human PAD4 | Q9UM07 | recombinant PAD4, RCA probe fluorescence polarization | inhibition, % at 6.36 µM | 330,000 compounds, 0.41% hits | AID 485272;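 active means percent inhibition above a cutoff equal to the mean of all tested compounds plus 3 SD, cut at about 15% in these data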;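 further: 0% = PAD4 with RCA probe and DMSO and 100% = probe without PAD4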
GSTO1 inh – counter-screen for RBBP9 inhibitors: inhibitors of human GSTO1 | 300,000 compounds, 1.1% hits | inhibition, % at 5.96 µM | P78417 | recombinant GSTO1, activity-based probe fluorescence polarization | AID 1974;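 active means inhibition above the campaign mean inhibition plus 3 SD, cut at about 35% in these data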;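 further: 0% = GSTO1-1 with DMSO and 100% = wells lacking GSTO1-1 enzyme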
Target sequence (P78417 whole entry, looked up): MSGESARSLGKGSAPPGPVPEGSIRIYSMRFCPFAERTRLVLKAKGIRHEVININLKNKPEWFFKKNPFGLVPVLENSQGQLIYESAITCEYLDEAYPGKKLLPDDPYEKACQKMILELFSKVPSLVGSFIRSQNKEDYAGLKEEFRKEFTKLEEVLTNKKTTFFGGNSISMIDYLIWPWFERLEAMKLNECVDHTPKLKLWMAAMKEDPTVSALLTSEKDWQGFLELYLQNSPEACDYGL
PREPL inh – human PREPL enzyme inhibition. recombinant PREPL, fluorescence polarization activity-based probe. inhibition, % at 5.96 µM. 320,000 compounds, 0.68% hits; in the data active means inhibition above about 43%;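 further: 0% = enzyme with DMSO and 100% = wells lacking enzyme; many of its hits are not listed in these tables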
Starred values were filed as active, the others as inactive; . = not tested or not shown. The list is partial; count on the stated rates, not on these rows.

Results follow in this order: LYPLA1 counter	GSTO1 inh	EBNA-1 inhibitor	PREPL inh	PAFAH2 FP inh	PAD4 FP inh	ZTA counter	LYPLA2 inh	PAFAH1B3 FP inh
- O=C(Cn1ncc2c3ccccc3n(Cc3ccccc3)c2c1=O)NCCCN1CCOCC1
 : 1	0	-9	10	0	2	-11	3	4
- CC(Oc1ccc(Cl)cc1Cl)C(=O)Nn1cnnc1 (stereo not drawn)
 : 1	5	-4	-4	-8	2	-20	-8	-2
- COc1cccc(C(=O)Nc2ccc(NC(=O)C3CC=CCC3C(=O)O)cc2)c1 (stereo not drawn)
 : 1	-5	-1	8	5	5	-3	-9	4
- CC1=NN(C(=O)CCCc2ccccc2)C(O)(C(F)(F)F)C1 (stereo not drawn)
 : -5	2	1	13	-6	-2	3	-1	2
- CCOc1ccc2oc(C(=O)N3CCCN(C)CC3)c(C)c2c1
 : .	.	.	3	3	-4	.	.	3
- Cc1cc(NC(=O)CCC(=O)N(Cc2ccco2)C2(C(=O)NC3CCCC3)CCC(C)CC2)no1 (stereo not drawn)
 : 3	8	4	14	-4	2	-13	7	5
- Cc1cc(NC(=O)CCC(=O)N(Cc2ccco2)C2(C(=O)NC3CCCCC3)CCCC(C)C2)no1 (stereo not drawn)
 : -2	0	-15	10	11	-4	7	2	6
- COc1cccc(-c2nc(NC3CCCC3)c3ccccc3n2)c1O
 : -5	5	4	22	2	2	5	0	6
- Cc1ccc(-n2ncc3c2CC(C)(C)CC3NC(=O)CN2CCCC2=O)cc1 (stereo not drawn)
 : -1	3	4	0	-12	-8	7	3	9
- Cc1ccc(-c2nc(N)s[n+]2-c2ccccc2)cc1
 : 1	10	-1	-6	-3	1	-7	-5	-2
- O=C(NCc1ccco1)c1ccc([N+](=O)[O-])cc1Cl
 : -3	11	8	4	1	-3	4	1	6
- CCc1nnc(NC(=O)C2Cc3ccccc3CN2S(=O)(=O)CC)s1 (stereo not drawn)
 : -1	6	1	-4	1	0	8	-3	-3
- COc1ccc(C(=O)CC(=O)C(=O)Nc2cccc(C(C)=O)c2)cc1
 : 0	4	-3	11	-3	0	-1	3	12
- COc1ccc(/C=C/C(=O)NCC(=O)n2nc(C)cc2C)cc1
 : -2	1	0	1	.	-4	-6	-3	.
- COc1ccc(/C=C2\SC(=S)N(CCCC(=O)NNC(=O)c3ccccc3O)C2=O)cc1
 : -5	21	1	9	5	-4	-28	0	3
- Cc1c(C)c2ccc(OCC(=O)Nc3ccc(N4CCC(C)CC4)cc3)cc2oc1=O
 : 4	-2	5	5	6	-5	9	8	7
- CCCCCCCCNc1nc(Cl)nc(NCc2ccco2)n1
 : 0	2	7	7	-2	3	-18	3	2
- CCNC(=O)COC(=O)C1CCC(=O)N(c2ccc(OC)cc2)C1c1ccc(OC)cc1 (stereo not drawn)
 : 2	3	-1	-9	-2	1	-5	8	7
- COc1ccccc1NC(=O)Cn1nc(C(F)(F)F)c2c1CCCC2
 : -1	1	5	11	2	5	-15	7	3
- CCOC(=O)NC(=O)c1cn(CCNCCO)c(=O)[nH]c1=O
 : 0	-3	-7	5	9	-6	-3	-5	2
- COc1ccc(O)c(/C=N\NC(=O)CCn2nnc3ccccc32)c1
 : -3	3	1	-9	12	0	-5	3	6
- O=C(Nc1nonc1NC(=O)c1cccs1)c1cccs1
 : -1	-18	4	3	10	-3	-20	3	13
- c1ccc(-c2ccccc2OCCOCCN2CCOCC2)cc1
 : -2	7	10	8	4	1	7	-1	10
- CCn1c2ccccc2c2cc(NC(=O)CSc3nnc(-c4cccc(C)c4)o3)ccc21
 : -8	34	1	6	2	5	19	-5	-1
- CCn1nc(C(=O)Nc2cccc(C(F)(F)F)c2)c(Cl)c1Cl
 : 2	-2	-3	-6	0	-3	0	0	5
- Cc1cc(-c2ccco2)n(CC(=O)NCCCc2ccccc2)n1
 : 1	2	-2	-12	3	-4	-5	1	4
- CCOC1OC(=O)C(Cl)=C1Nc1ccc(C)cc1C (stereo not drawn)
 : 1	1	9	4	-9	-1	4	-3	-5
- O=C(CNC(=O)c1ccncc1)N/N=C/c1ccc(Br)cc1
 : 1	9	8	4	-7	3	5	2	1
- O=C(CNC(=O)c1ccc(Br)o1)NCc1ccc2c(c1)OCO2
 : 2	-8	-3	5	3	0	8	5	2
- CCn1c(SCC(=O)O)nnc1-c1cc2c(C)nn(-c3ccccc3)c2s1
 : 1	-5	15	6	9	-9	2	10	1

An excerpt of these results, as tab-separated lines:
Structure	LYPLA1 counter	GSTO1 inh	EBNA-1 inhibitor	PREPL inh	PAFAH2 FP inh	PAD4 FP inh	ZTA counter	LYPLA2 inh	PAFAH1B3 FP inh
O=C(Nc1nonc1NC(=O)c1cccs1)c1cccs1	-1	-18	4	3	10	-3	-20	3	13
c1ccc(-c2ccccc2OCCOCCN2CCOCC2)cc1	-2	7	10	8	4	1	7	-1	10
CCn1c2ccccc2c2cc(NC(=O)CSc3nnc(-c4cccc(C)c4)o3)ccc21	-8	34	1	6	2	5	19	-5	-1

Next part.
Results follow in this order: LYPLA1 counter	GSTO1 inh	EBNA-1 inhibitor	PREPL inh	PAFAH2 FP inh	PAD4 FP inh	ZTA counter	LYPLA2 inh	PAFAH1B3 FP inh
- COc1cc(/C=N/NC(=O)c2ccncc2)ccc1OC(=O)c1cccc(F)c1
 : -9	0	7	37	-10	-2	-9	-13	5
- O=C(Cc1ccc(-n2c(=O)[nH]c3ccccc3c2=O)cc1)N1CCN(c2ccccc2)CC1
 : 2	3	10	1	-3	-6	7	25	2
- O=C(CCC(=O)N1CCN(C2CCCCC2)CC1)Nc1nnc(C(F)(F)F)s1
 : 3	5	-5	-2	2	-2	0	3	0
- CNC(=S)Nc1ccc(C23CC4CC(CC(C4)C2)C3)cc1
 : -3	-4	2	6	-2	0	5	1	1
- CCOc1ccc(CCNC(=O)c2cn(C)c3ccc(S(=O)(=O)N4CCOCC4)cc3c2=O)cc1OCC
 : 3	4	-1	4	-6	-1	-3	12	3
- CC1CCCCN1CCNC(=O)c1ccc2c(=O)n(CCc3ccccc3)c(=O)[nH]c2c1 (stereo not drawn)
 : -8	-7	4	12	-8	3	-18	-4	-3
- COc1cccc(/C=C/C(=O)OCC(=O)c2ccccc2)c1OC
 : .	.	.	12	58*	-4	.	.	11
- COc1ccccc1CN1CC(C(=O)NCc2nccn2C)CCC1=O (stereo not drawn)
 : 0	-6	1	0	-4	1	6	-1	2
- COc1ccc(O)c(/C=N/NC(=O)c2c(C)nnn2-c2nonc2N)c1
 : -3	0	-7	-1	12	-1	0	3	8
- COc1ccccc1CN1CC(C(=O)NCc2cc(C)on2)CCC1=O (stereo not drawn)
 : 0	1	-2	1	0	1	-3	9	9
- CCOc1ccc(-c2ccc(SCC(=O)Nc3nnc(CC)s3)nn2)cc1
 : 3	24	3	9	-3	-1	-1	7	6
- COc1ccc(N2CCN(C(=O)COC(=O)/C=C/c3ccc(OC(F)F)cc3)CC2)cc1
 : 1	1	-8	13	-1	-2	6	-5	0
- CCCCOc1ccc(C(=O)CCN2CCOCC2)cc1
 : 0	-20	-5	5	-2	3	-6	4	7
- Cc1noc(C)c1COc1cccc(C(=O)Nc2ccccc2N2CCOCC2)c1
 : -1	2	4	16	-3	0	-7	3	5
- CC(C)Cn1c(N)c(C=O)c(=O)[nH]c1=O
 : -2	7	9	-4	2	-1	-3	0	3
- O=C(CSc1n[nH]c(-c2ccncc2)n1)Nc1ccc(Cl)c(C(=O)O)c1
 : -1	-1	0	-1	-3	3	0	7	1
- O=C(OCC(=O)N1CCCC1)c1cccc(Br)c1
 : 0	3	-4	0	8	3	-13	3	5
- COc1ccc(C(N)=S)c(OC)c1
 : 4	0	-2	11	-7	0	-18	6	9
- Oc1cccc2ccc[n+](CC(O)Cn3c4ccccc4c4ccccc43)c12 (stereo not drawn)
 : -1	6	-3	2	7	-6	-5	0	6
- C=CCC1(C#N)C(SC)=NC2=C(C(=O)CC(C)(C)C2)C1c1ccc(Br)cc1 (stereo not drawn)
 : -2	-4	-6	-5	2	-8	-12	-8	5
- Cc1cc(NC(=O)C(C)C)ncc1NC(=O)CCc1ccccc1
 : 1	-3	7	-3	-1	-5	13	-5	8
- COc1ccc(C(=O)C2CCN(CC(=O)Nc3ccccc3F)CC2)cc1
 : 3	0	-5	8	4	0	-11	-2	1
- COc1ccc(Cc2nnc(NS(=O)(=O)c3ccc(Cl)cc3)s2)cc1OC
 : -2	-11	-21	3	-10	-5	6	-9	10
- COc1cc(Cl)c(C)cc1Nc1ncccn1
 : -3	1	4	-7	3	0	-1	-5	1
- CCOc1ccc(C(C)=O)cc1COC(=O)CNC(=O)C12CC3CC(CC(C3)C1)C2
 : .	.	.	3	4	-9	.	.	-5
- COc1ccccc1Nc1nc(NCc2ccco2)c2ccccc2n1
 : -10	-10	0	6	.	2	24	-2	.
- Cn1c(=O)c2c(nc(NCc3ccco3)n2C)n(C)c1=O
 : -3	8	4	4	-3	-3	9	-6	8
- CCN(CC)S(=O)(=O)c1ccc(C(=O)Nc2ccc(Cc3ccncc3)cc2)cc1
 : -3	5	0	14	5	-6	-29	9	0
- COc1ccc(C2/C(=C(/O)c3ccc(C)cc3)C(=O)C(=O)N2C)c(OC)c1 (stereo not drawn)
 : 3	0	-10	5	-4	-5	0	5	11
- CCCCCC(=O)Nc1cc(S(=O)(=O)N2CCCCC2)ccc1N1CCOCC1
 : -1	-1	-3	9	1	-5	7	11	4
- CCOc1ncccc1C(=O)NCCc1c[nH]c2ccccc12
 : 0	-1	-9	0	2	-4	4	4	7
- O=C(c1cccc(OC2CCN(Cc3cccc(OCCO)c3)CC2)c1)N1CCCC1
 : -3	4	7	22	0	0	-2	3	4
- CCOC(=O)c1sc2nc(CSc3ccccc3Cl)[nH]c(=O)c2c1C
 : 1	2	1	-3	4	6	-9	0	1
- CCN(CC)C(=O)c1nn(-c2ccccc2)c2c1C1CCC2(C)C1(C)C (stereo not drawn)
 : 4	5	-1	-1	3	-2	5	1	4
- CC(NC(=O)c1cnc2n(c1=O)CCS2)c1ccccc1 (stereo not drawn)
 : -1	1	13	-1	8	3	12	-1	6
- CCOC(=O)c1c(CN2CCN(C)CC2)n(-c2ccccc2)c2cc(Br)c(O)cc12
 : 0	6	-3	1	1	0	-6	2	7
- O=C(NCCCN1CCOCC1)c1ccc(Cl)cc1[N+](=O)[O-]
 : 3	-3	-1	4	-6	2	12	4	3
- CC(Cc1ccccc1)NC(=O)CN1C(=O)c2ccccc2S1(=O)=O (stereo not drawn)
 : -4	6	-2	-3	4	0	-13	-6	12
- CC(C)CSc1nc2c(=O)[nH][nH]c(=O)c2n1Cc1ccccc1
 : 0	6	6	9	1	3	1	4	9
- O=C(CC1(C(=O)O)CCCC1)N1CCOCC1
 : -3	-3	8	3	-6	0	8	7	6
- O=C(NCc1ccccc1Cl)C1CCN(S(=O)(=O)c2ccc(-n3cnnn3)cc2)CC1
 : 0	-6	-4	10	-1	-1	-7	7	8
- O=C(CSc1nc(O)cc(=O)[nH]1)C1CC1
 : 4	1	-12	13	2	2	-8	0	7
- CC(=O)Nc1ccc(CN2CCN(CC(C)C)C(CCO)C2)cc1 (stereo not drawn)
 : 3	-2	5	4	-5	0	-1	1	5
- N#C/C(=C/c1ccc(N2CCCCCC2)o1)c1ccc(Cl)cc1
 : -2	-15	-6	12	-7	-2	9	0	-3
- COC(=O)c1cc(C#N)c(Oc2ccc(F)cc2)nc1C
 : 1	2	-1	11	2	-6	11	2	1
- CCNc1nc(NCC)nc(Nn2cnnc2)n1
 : 1	4	7	5	3	1	-1	4	12
- O=C1CCCC(=O)N1c1ccc(N2CCN(c3ccc([N+](=O)[O-])cc3)CC2)c([N+](=O)[O-])c1
 : 9	-5	6	20	.	-1	2	43*	.
- Cc1csc(NC(=O)c2ccncc2)n1
 : -5	7	19	12	2	-8	4	0	6

High-throughput results: PubChem, The Scripps Research Institute Molecular Screening Center
